Autophagy mod: alters autophagy in cells. MEF GFP-LC3 puncta imaging; test concentration mostly 10 µM. calls only at 10 µM (by protocol). 0.98% of 190,000 active. AID 463193;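 active = percentage of spot-positive cells more than 3 SD above its plate mean, without a fluorescence outlier flag or 80% toxicity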;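 note: spot-positive cell cutoff set from DMSO-treated cells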
Dynein transport: dynein cargo transport inhibition. 3617.4 mouse cells, GR-EGFP nuclear translocation imaging; test concentration mostly 20 µM; stimulated with dexamethasone, 1 µM; active compounds read low. z-score, hits read low. 0.47% of 220,000 active. AID 1381;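 active = plate z-score of nuclear minus cytoplasmic receptor signal below a set negative limit, without overly bright fluorescence or cell loss, cut at about -3.5 in these data, passing the limit was not always enough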;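 note: z-score of nuclear minus cytoplasmic ring GR-EGFP intensity difference per well; some compounds called inactive have numbers as strong as hits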
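Buffer or medium: tet-free medium with charcoal-stripped serum / Also added: dexamethasone agonist, 1.0 µM final, for 30 min / Timing: induction 48 h, compound 1 h, agonist 30 min / Measured by: high-content fluorescence imaging after fixation / Read-out: nuclear-to-cytoplasmic GR-EGFP distribution per well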
MT stabilizer: microtubule stabilizers in HeLa cells; HeLa tubulin immunostaining HCS, 24 h; share of cells brighter than vehicle mean+2SD; % tubulin-high responders, % at 10 µM; 0.83% of 200,000 active;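 active = plate Z-score above 3 for both tubulin-high and condensed-nucleus cell shares, with cell loss under 80%, at 10 µM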;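 note: anti alpha tubulin signal scored within the nucleus-defined area of each cell; some results filed as inactive read as strong as hits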
b-catenin transl: alters nuclear translocation of beta-catenin in HeLa cells. AID 1665. 0.3% of 190,000 active. nuclear translocation activity, % at 5 µM. immunofluorescence imaging;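 active = nuclear translocation activity above 50% at 5 µM, with a well cell count of 50 or more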;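 note: per-cell ratio of nuclear to cytoplasmic median beta-catenin stain intensity; plate controls were DMSO negative control for no effect and GSK-3 inhibitor IX positive control for full effect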
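Assay system: human HeLa cells, native beta-catenin; doses: 5 µM primary, 0.02–20 µM confirmation; incubation: compound treatment 24 h, 37°C, 5% CO2; technique: fluorescence imaging of beta-catenin antibody stain plus DAPI; measure: % activation, nuclear-to-cytoplasmic median beta-catenin signal ratio per cell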
T cell modulator: modulates CD8 T cell binding to vesicles. 2C CD8+ T cell-vesicle binding, flow cytometry; active compounds read low. calls only at 7 µM. 0.068% of 330,000 active;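 active = response, share of CD8 T cells binding vesicles, and their 90th percentile fluorescence all below set limits, cut at about 80% in these data, passing the limit was not always enough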
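material = purified 2C TCR transgenic mouse naive CD8+ T cells | controls = Unloaded micro-vesicles (low), QL9 vesicles with 0.7% DMSO (high) | detection = cytometric PE anti-B7-1 and Alexa647 anti-CD8 signals after 1% paraformaldehyde fixation | incubation = binding step 1.5 h, 37 °C, antibody labelling 20 min, ice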
PhoP inhibition: PhoP-dependent GFP reporter repression – Salmonella Typhimurium, primary screen (AID 1863); one-dose inhibition, % at 50 µM; IC50 in µM for titrated hits; S. Typhimurium PhoP-regulated promoter GFP reporter, 4 h; higher % means a stronger effect; 0.16% of 300,000 active;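 active = inhibition over 29.93%, a cutoff 3 SD above the screen mean, later confirmed by dose response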;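 note: 0% = low Mg2+ inducing control and 100% = high Mg2+ repressing control; strong numbers were not always called active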
CSM14.1 death rescue: rescue of cells from ER stress-induced death, primary screen, 384-well, CSM14.1, thapsigargin, ATP luminescence (AID 1222). CSM14.1 thapsigargin-induced death rescue, ATP luminescence; higher % means a stronger effect. 190,000 tested, under 10 active. cellular ATP content (survival), % at 20 µM, or EC50 in µM where a hit was titrated;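 active = EC50 below 50 µM in the dose-response confirmation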;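 note: death triggered by thapsigargin at about 15 µM added after 2 h compound pretreatment; cell ATP read after overnight thapsigargin exposure of roughly 18 to 22 hours; normalized against plate controls of thapsigargin alone and 5% DMSO vehicle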
Insulin prom up: MIN6 insulin promoter up-regulation; MIN6 insulin promoter-GFP reporter, high-content imaging; active compounds read high; z-score at 5 µM; 0.3% of 190,000 active;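 active = z-score above 3 at 5 µM with at least 500 cells counted in the well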
Hep lipid drop: modulators of hepatic lipid droplet formation; AML12 mouse hepatocytes, oleate lipid droplets, BODIPY imaging; inhibition, % at 6.5 µM; 0.4% of 240,000 active; AID 1656;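 active = lipid droplet intensity inhibited by at least 50%, with more than 500 cells counted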
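Material – mouse AML12 hepatocyte cell line, fixed after treatment · Compound dosing – one dose, 6.5 µM compound · Times – compound with oleate, overnight · Measured by – Image-based BODIPY and DAPI two-channel analysis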
Dynein transport cytoplasmic EGFP: also measured in Dynein transport; calls as there; z-score; measured here: cytoplasmic GR-EGFP intensity; active compounds read high
Dynein transport nuclear GR-EGFP: further read-out of Dynein transport, marked with its call; z-score; measured here: nuclear GR-EGFP intensity;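 lower value marks the stronger effect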
Dynein transport cell count: second read-out of Dynein transport, no call of its own (marks repeat the call); z-score; measured here: cell count per field
Insulin prom up cell count: also measured in Insulin prom up; calls as there; cell count; measured here: cytotoxicity, nuclei count;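 total cells summed across four imaged fields per well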
Hep lipid drop cells 6.5 µM: also measured in Hep lipid drop; calls as there; cell count; measured here: cell count, cytotoxicity flag;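 cells counted across two imaged fields per well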
b-catenin transl cell count 5 µM: further read-out of b-catenin transl, marked with its call; cell count; measured here: cell count, cytotoxicity flag
T cell modulator vesicle-bound %: recorded beside T cell modulator, whose call it bears; double positive events, %; measured here: CD8+ vesicle-bound cell fraction;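 binding gate set so that unloaded-vesicle control wells show 10% double positive cells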
MT stabilizer Hoechst-high %: recorded beside MT stabilizer, whose call it bears; % Hoechst-high responders; measured here: nuclear condensation Hoechst responders;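 share of cells brighter than vehicle mean plus two SD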
MT stabilizer cytotoxicity %: second read-out of MT stabilizer, no call of its own (marks repeat the call); toxicity, %; measured here: cytotoxicity by cell density;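 0% = mean cell density of plate MIN control wells and 100% = no cells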
Autophagy mod cell loss 18 h: second read-out of Autophagy mod, no call of its own (marks repeat the call); toxicity, %; measured here: cell loss, nuclei count;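 cell loss after 18 h compound exposure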
An asterisk follows results filed as active; i = inactive; / = no result given; + = active, no number.

Each structure is followed by: Autophagy mod cell loss 18 h	Hep lipid drop	MT stabilizer cytotoxicity %	Insulin prom up	T cell modulator	Dynein transport cytoplasmic EGFP	Dynein transport cell count	b-catenin transl cell count 5 µM	MT stabilizer Hoechst-high %	CSM14.1 death rescue	Dynein transport	Hep lipid drop cells 6.5 µM	MT stabilizer	PhoP inhibition	T cell modulator vesicle-bound %	b-catenin transl	Autophagy mod	Dynein transport nuclear GR-EGFP	Insulin prom up cell count
#1 CCOC(=O)CN1C(=O)S/C(=C/c2ccc(OC)c([N+](=O)[O-])c2)C1=O
    33.6	-4.6	7.1	0.06	i	-0.0873	-0.532	1111	2.0	-1.4%	-0.285	620	4.5	3.4%	30.1	-0.1	i	0.057	1276
#2 O=S(=O)(CCN1CCSCC1)c1ccc(Cl)cc1
    /	0.8	/	0.05	i	-0.246	1.01	1284	/	/	0.0645	760	/	-4.5%	15.5	0.5	/	-0.252	1039
#3 CN(C)c1ccc(C2Nc3ccccc3C(=O)N2CCCN2CCOCC2)cc1 (stereo unspecified)
    /	10.1	/	0.03	i	-0.23	-0.167	1182	/	/	-0.389	752	/	-7.8%	20.5	-3.4	/	-0.315	1297
#4 O=c1c2cc(N3CCOCC3)ccc2[nH]c(=S)n1CCCN1CCCCCC1
    -1.9	-7.2	9.7	-2.69	i	-0.165	0.616	/	3.2	-1.6%	-0.911	640	5.2	3.1%	44.7	/	i	-0.117	1205
#5 C#CCOCCOCCOCCNc1nc(N2CCN(C(=O)[C@H]([C@@H](C)CC)n3cc(CCCN=C(N)N)nn3)CC2)nc(N2CCN(C(=O)[C@H](CCCCN)n3cc(CCC(=O)O)nn3)CC2)n1
    20.8	/	11.1	1.11	i	-0.298	0.552	535	2.9	1.2%	0.691	/	3.9	3.0%	22.8	-0.4	i	0.629	1158
#6 CCn1cc(C2=NOC(C(=O)Nc3ccccc3C(=O)OC)C2)c(C)n1 (stereo unspecified)
    7.7	/	10.2	-1.38	i	-0.0807	2.09	1386	4.5	-2.2%	-1.07	/	1.1	3.5%	47.5	2.6	i	-0.105	1345
#7 CCOC(=O)N1CCN(C(=O)CSc2nnc(Cc3cccn3C)n2CCc2ccccc2)CC1
    -4.1	0.8	4.0	-0.26	i	-0.215	0.458	/	1.7	2.0%	-0.269	794	1.5	-10.9%	16.2	/	i	0.0239	566
#8 Cc1cccc(NCc2cc(Cl)ccc2O)n1
    4.7	20.6	4.8	/	i	0.06	-0.156	537	3.3	6.9%	0.214	704	4.9	4.6%	15.5	1.6	i	0.00503	/
#9 CCCCN(C(=O)COc1ccc(NC(C)=O)cc1)C1CCS(=O)(=O)C1 (stereo unspecified)
    4.9	-20.3	8.3	0.09	i	-0.337	1.81	1096	3.4	-0.5%	-1.07	696	4.1	1.4%	48.9	-4.7	i	-0.266	1181
#10 Cc1cc(N2CCN(C)CC2)nc2ccc(NC(=O)CCC(=O)NCc3ccco3)cc12
    17.8	/	8.2	-0.35	i	-0.432	-0.383	1415	1.6	-0.1%	0.521	/	3.5	-4.4%	16.8	-1.0	i	-0.0205	1599
#11 Cc1cc(C)nc(NCCCc2ccccc2)n1
    -9.2	22.3	5.9	/	i	-0.236	0.319	1217	2.1	-1.5%	-0.0229	715	2.6	-10.6%	48.2	-1.6	i	0.0354	/
#12 O=C(NN1CCOCC1)c1cc(-c2ccc(Br)cc2)nc2ccccc12
    7.1	19.3	8.7	-0.54	i	-0.249	1.4	537	2.0	-1.7%	-0.725	768	2.5	-4.8%	7.1	-1.2	i	-0.207	1398
#13 O=C(NCCCN1CCN(Cc2ccccc2)CC1)C1CCN(c2nnc(-n3cccc3)s2)CC1
    -1.9	/	5.7	-4.79	i	-0.179	0.709	1063	1.4	-0.8%	-0.804	/	3.2	-3.0%	57.8	-1.2	i	0.291	637
#14 CCCC[C@@H]1CNC(=O)C(=O)N1CC(C)(C)C
    /	13.4	/	-0.22	i	-0.736	0.0173	1305	/	/	-0.0609	697	/	2.9%	45.7	0.3	/	0.0762	908
#15 COC(=O)C1=C(C)NC(=S)NC1c1ccc(-c2ccccc2C(=O)OC)o1 (stereo unspecified)
    0.1	-13.2	7.5	-0.84	i	-0.241	-0.797	1142	3.2	0.1%	0.355	688	1.5	-4.6%	39.9	1.1	i	0.407	1172
#16 Cc1c(C(=O)O)cc(C(C)(C)C)n1CCSCCO
    /	-1.3	/	/	i	-0.103	0.147	1172	/	/	0.295	736	/	-0.5%	43.7	-2.6	/	0.0735	/
#17 CCCn1c(-c2cccs2)nc2c1c(=O)[nH]c(=O)n2Cc1ccccc1
    -6.0	3.0	8.8	0.74	i	-0.224	-1.77	1111	1.3	-1.5%	1.74	731	3.1	-1.9%	52.9	-2.1	i	0.75	1186
#18 COc1ccc(OC)c(NC(=O)CSc2nc(N)c(-c3ccccc3)c(=O)[nH]2)c1
    -7.2	9.7	7.5	0.11	i	-0.237	-0.824	1141	2.3	-1.2%	0.597	755	3.6	13.5%	21.8	3.9	i	0.769	1372
#19 O=C(Cc1cccs1)NNC(=S)NC(=O)c1ccccc1
    18.3	-3.7	3.4	-0.11	i	-0.287	0.326	1099	2.9	-1.5%	0.0901	600	5.2	-9.2%	33.2	-0.7	i	0.0277	1295
#20 Brc1ccc2nc(-c3cccs3)c(NCC3CCCO3)n2c1 (stereo unspecified)
    -10.5	-33.9	3.6	-0.14	i	0.0882	-2.31	1057	0.7	-1.8%	1.2	598	1.7	1.9%	38.1	-0.7	i	1.69	1467
#21 CN1CCN(S(=O)(=O)c2ccc(NC(=O)c3ccc(Br)o3)cc2)CC1
    10.4	/	3.7	-0.57	i	-0.221	-2.33	867	1.7	0.0%	1.3	/	4.3	9.4%	38.6	-1.7	i	1.47	1460
#22 CCn1ncc(/C=N\NC(=O)COc2cc(C)cc(C)c2)c1C
    -4.2	10.1	3.9	-0.39	i	-0.119	-1.34	468	2.4	-0.3%	0.64	682	4.7	-0.5%	38.7	7.0	i	0.389	1223
#23 CC(C)(C)C(=O)N1CCC[C@@]1(CO)C(=O)O
    28.2	3.5	3.4	1.13	i	-0.267	0.323	953	2.5	12.7%	-0.117	657	3.6	-7.0%	47.8	-0.1	i	0.0756	1326
#24 Cn1cccc1C(C#N)c1ncc(C(F)(F)F)cc1Cl (stereo unspecified)
    26.5	40.0	4.8	-0.89	i	-0.305	-1.58	1084	2.7	3.1%	1.51	707	5.0	-0.9%	47.4	2.0	i	1.52	1433
#25 Cc1ccc(C)c(NC(=O)CCC(=O)N/N=C/c2ccc[nH]2)c1
    -26.9	/	4.6	0.83	i	-0.219	0.502	1344	1.5	-1.4%	-0.0984	/	2.3	-0.9%	13.5	1.0	i	0.464	1550
#26 C=CCn1c(-c2cccnc2)n[nH]c1=S
    3.0	6.9	8.1	0.6	i	-0.246	-0.0191	988	2.2	-2.5%	-0.28	703	1.7	-6.3%	41.0	0.9	i	0.031	846
#27 COc1ccccc1CC(=O)NC1CC(C)(C)NC(C)(C)C1
    -4.4	/	14.6	3.65*	i	-0.403	0.659	697	2.5	-0.6%	-0.493	/	3.5	-11.6%	37.8	-1.2	i	0.0415	1053*
#28 Cc1ccc2cc(C#N)c(SCc3nnc(-c4ccccc4[N+](=O)[O-])o3)nc2c1
    10.3*	3.6	6.3	-0.06	i	-0.0801	-0.802	989	3.2	-2.0%	0.0904	504	8.1	1.8%	35.8	0.4	+	0.562	1296

Part of the list above in order of number of heavy atoms, smallest number first.
Each structure is followed by: Autophagy mod cell loss 18 h	Hep lipid drop	MT stabilizer cytotoxicity %	Insulin prom up	T cell modulator	Dynein transport cytoplasmic EGFP	Dynein transport cell count	b-catenin transl cell count 5 µM	MT stabilizer Hoechst-high %	CSM14.1 death rescue	Dynein transport	Hep lipid drop cells 6.5 µM	MT stabilizer	PhoP inhibition	T cell modulator vesicle-bound %	b-catenin transl	Autophagy mod	Dynein transport nuclear GR-EGFP	Insulin prom up cell count
#14 CCCC[C@@H]1CNC(=O)C(=O)N1CC(C)(C)C
    /	13.4	/	-0.22	i	-0.736	0.0173	1305	/	/	-0.0609	697	/	2.9%	45.7	0.3	/	0.0762	908
#1 CCOC(=O)CN1C(=O)S/C(=C/c2ccc(OC)c([N+](=O)[O-])c2)C1=O
    33.6	-4.6	7.1	0.06	i	-0.0873	-0.532	1111	2.0	-1.4%	-0.285	620	4.5	3.4%	30.1	-0.1	i	0.057	1276
#6 CCn1cc(C2=NOC(C(=O)Nc3ccccc3C(=O)OC)C2)c(C)n1 (stereo unspecified)
    7.7	/	10.2	-1.38	i	-0.0807	2.09	1386	4.5	-2.2%	-1.07	/	1.1	3.5%	47.5	2.6	i	-0.105	1345
